# APOBEC3A inh: APOBEC3A ssDNA deaminase inhibitors, primary screen, selectivity assay for APOBEC3G inhibitor project, biochemical, FAM/TAMRA oligo cleavage fluorescence. DNA dC->dU-editing enzyme APOBEC-3A (Homo sapiens), P31941. recombinant A3A, FAM/TAMRA ssDNA deamination fluorescence. inhibition, % at 20 µM. hit rate 0.41% among 330,000. AID 493011, 2011;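 active = at least 40% inhibition at 20 µM here, with at most 30% in a related deaminase screen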;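 also: plate controls were A3A with DMSO for no effect and wells lacking A3A enzyme for full effect; some results filed as inactive read as strong as hits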
# tim10-1 inh: growth inhibitors of tim10-1 mutant yeast, primary screen, luminescence, uHTS | S. cerevisiae tim10-1 ts strain growth, BacTiter-Glo, 24 h | inhibition, % at 20 µM | hit rate 2.2% among 330,000 | AID 463190, 2010;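 active = inhibition of at least 40%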;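 also: mutant grown at 25 °C; 0% = DMSO wells with yeast and 100% = wells holding no yeast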
# TIM10 inh: growth inhibitors of isogenic TIM10 control yeast, primary screen, counter-screen for tim10-1 yeast inhibitor project, luminescence, uHTS; inhibition, % at 10 µM; hit rate 1.4% among 330,000; S. cerevisiae TIM10 strain growth, BacTiter-Glo luminescence, 24 h;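 active = inhibition of 40% or more at the single tested concentration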;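 also: wild-type TIM10 isogenic control strain grown at permissive 25 °C; 0% = DMSO yeast wells and 100% = minimal medium wells without yeast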
# beta cell repl: inducers of MIN6 beta-cell proliferation, primary screen, ATP luminescence, uHTS; MIN6 cells proliferation, ATPlite luminescence, 48 h; cells starved in 0.2% serum; 100% = growth in 10% serum; proliferation, % at 10 µM; hit rate 0.29% among 330,000; AID 2380, 2010;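 active = compounds whose signal lies at least 3.5 SD above the mean of all wells on their plate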;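 also: 0% = DMSO-treated cells in low-serum medium and 100% = 10% serum control; some compounds called inactive have numbers as strong as hits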
# hIAP block: human IAP inhibitors, primary screen, biochemical, luminescence, uHTS. Intestinal-type alkaline phosphatase (Homo sapiens), P09923. purified IAP, CDP-Star luminescence, 30 min. inhibition, % at 10 µM. hit rate 0.12% among 330,000. AID 2544, 2010;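 active = inhibition reaching a set limit with compound at 10 µM in the primary screen, cut at about 35% in these data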;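 also: plate controls were DMSO wells with enzyme for no effect and no-enzyme buffer wells for full effect; values of inactives mirror those of a sister screen read the other way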
# Target sequence (P09923 whole entry, looked up): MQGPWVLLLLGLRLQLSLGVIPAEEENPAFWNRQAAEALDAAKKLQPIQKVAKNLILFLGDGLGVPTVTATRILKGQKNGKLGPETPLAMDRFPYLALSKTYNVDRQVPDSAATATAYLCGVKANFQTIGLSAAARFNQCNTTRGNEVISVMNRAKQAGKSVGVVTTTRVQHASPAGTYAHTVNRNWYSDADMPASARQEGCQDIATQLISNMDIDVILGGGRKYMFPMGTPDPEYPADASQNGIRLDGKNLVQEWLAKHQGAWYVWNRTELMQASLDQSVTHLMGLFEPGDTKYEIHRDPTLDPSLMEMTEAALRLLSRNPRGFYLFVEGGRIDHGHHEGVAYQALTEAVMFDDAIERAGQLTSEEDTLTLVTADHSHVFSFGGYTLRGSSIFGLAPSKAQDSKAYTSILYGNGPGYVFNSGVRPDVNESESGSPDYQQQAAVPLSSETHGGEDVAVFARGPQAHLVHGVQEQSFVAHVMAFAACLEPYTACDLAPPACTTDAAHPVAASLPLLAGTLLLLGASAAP
# mIAP block: inhibitors of mouse IAP, primary screen, biochemical, luminescence, uHTS; inhibition, % at 10 µM; hit rate 0.2% among 330,000; intestinal alkaline phosphatase [Mus musculus]; purified mouse IAP, CDP-Star luminescence, 30 min;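 active = inhibition of at least 40% at 10 µM in the primary screen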;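 also: plate controls were DMSO with enzyme for no effect and no enzyme wells for full effect; values of inactives mirror those of a sister screen read the other way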
# A3G deaminase: APOBEC3G DNA deaminase inhibitors, primary screen, biochemical, fluorescence, single-stranded DNA substrate, uHTS; DNA dC->dU-editing enzyme APOBEC-3G (Homo sapiens), Q9HC16; hit rate 0.28% among 330,000; AID 493012, 2011; inhibition, % at 20 µM; recombinant A3G, ssDNA deamination FAM/TAMRA fluorescence;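 active = inhibition of at least 40% at 20 µM, with no more than 30% in the related APOBEC3A deaminase screen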;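 also: plate controls were DMSO wells with A3G for no effect and wells lacking A3G enzyme for full effect; some compounds called inactive have numbers as strong as hits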
# Target sequence (Q9HC16 whole entry, looked up): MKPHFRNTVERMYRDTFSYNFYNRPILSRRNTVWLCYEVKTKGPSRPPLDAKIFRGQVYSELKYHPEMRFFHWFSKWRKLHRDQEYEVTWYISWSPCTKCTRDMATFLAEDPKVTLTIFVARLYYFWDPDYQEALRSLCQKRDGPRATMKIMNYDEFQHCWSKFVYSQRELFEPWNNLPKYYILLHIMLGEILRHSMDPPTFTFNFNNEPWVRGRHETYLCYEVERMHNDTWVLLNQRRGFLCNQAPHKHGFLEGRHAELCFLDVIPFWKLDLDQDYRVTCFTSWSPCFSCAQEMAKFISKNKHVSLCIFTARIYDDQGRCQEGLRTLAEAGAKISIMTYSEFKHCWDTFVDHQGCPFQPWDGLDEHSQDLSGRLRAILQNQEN
# NALP3 yeast inh: NALP3 inflammasome inhibitors in reconstituted yeast, primary screen, luminescence, uHTS; hit rate 0.39% among 330,000; AID 2825, 2010; inhibition, % at 10 µM; Yeast reconstituted NLRP3/ASC/caspase-1, beta-gal luminescence, 24 h;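 active = inhibition of 50% or more; inactive = inhibition below 50%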;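 also: plate controls were induced DMSO wells for no effect and uninduced yeast grown without galactose for full effect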
# mIAP activ: activators of mouse IAP, primary screen, biochemical, luminescence, uHTS | muIAP, CDP-Star luminescence, 30 min; stronger effect = higher value; 1 = vehicle-only enzyme signal, 0 = enzyme-free wells | intestinal alkaline phosphatase [Mus musculus] | activation factor at 10 µM | hit rate 0.24% among 330,000;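 active = activation factor of at least 2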; also: the source names both 10 and 20 µM as test concentration; values of inactives mirror those of a sister screen read the other way
#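 Assay system: mouse IAP enzyme; reagent: chemiluminescent substrate CDP-Star; dosing: test compounds delivered from DMSO solution; schedule: 30 min at room temperature; measured by: luminescence from enzymatic CDP-Star hydrolysis; controls: DMSO-only wells and no-enzyme negative control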
# * = called active by the depositor; / = no result given.
Structure,APOBEC3A inh,tim10-1 inh,TIM10 inh,beta cell repl,hIAP block,mIAP block,A3G deaminase,NALP3 yeast inh,mIAP activ
COC(=O)c1ccc(CNC(=O)COC(=O)CCC(=O)c2ccc(F)cc2)cc1,-3,3,2,0,-11,13,-8,7,0.87
O=C(COc1ccc([N+](=O)[O-])cc1Cl)Nn1cnnc1,-2,3,-1,0,6,-3,-7,-10,1
CCOC(=O)C1=C(c2ccccc2)NC(SCC(=O)Nc2ccc(C)cc2)=C(C#N)C1c1ccco1 (stereo not given),-1,11,6,-5,14,9,-3,-6,0.91
Cc1ccc(S(=O)(=O)NCCNS(=O)(=O)c2ccccc2Br)cc1,1,6,-15,/,/,-16,4,/,1.1
O=C(CCCc1ccccc1)Nc1ccccn1,2,2,-1,-3,5,-4,-1,23,1
Cc1cccc(CN2C(=O)/C(=C\c3ccc(C(=O)NCCN4CCOCC4)cc3)Sc3ccccc32)c1,-3,42*,10,0,2,4,-8,1,0.96
COC(=O)c1sccc1NC(=O)C1C2C=CC(C2)C1C(=O)O (stereo not given),-8,-23,19,-2,-23,-1,-8,16,1
Cc1cc(-c2ccc(C)c(S(=O)(=O)NCc3ccc(OC(C)C)cc3)c2)on1,-2,21,-18,0,15,5,-5,27,0.95
COC(=O)[C@]1(Cc2ccccc2)N[C@H](c2ccc(-c3cccc(Cl)c3)cc2)[C@@H]2C(=O)N(C)C(=O)[C@@H]21,-2,12,23,-8,2,9,-4,11,0.91
CC1CCCCC1NC(=O)C(Cc1ccccc1)NS(=O)(=O)c1cccs1 (stereo not given),-2,14,8,2,-18,-4,-7,1,1
COc1ccc(NC(=O)c2cc(Cl)ccc2NC(=O)c2ccco2)c(OC)c1,2,24,9,-2,-20,10,-2,31,0.9
O=C(C1CCCN(S(=O)(=O)c2ccc([N+](=O)[O-])cc2)C1)N1CCCCC1 (stereo not given),-5,22,18,-3,10,2,-6,13,0.98

# Record cards (already shown). Screens in order: APOBEC3A inh | tim10-1 inh | TIM10 inh | beta cell repl | hIAP block | mIAP block | A3G deaminase | NALP3 yeast inh | mIAP activ
# Listed for O=C(C1CCCN(S(=O)(=O)c2ccc([N+](=O)[O-])cc2)C1)N1CCCCC1 (stereo not given) → -5 | 22 | 18 | -3 | 10 | 2 | -6 | 13 | 0.98
# Listed for Cc1ccc(S(=O)(=O)NCCNS(=O)(=O)c2ccccc2Br)cc1 → 1 | 6 | -15 | / | / | -16 | 4 | / | 1.1
# Listed for COc1ccc(NC(=O)c2cc(Cl)ccc2NC(=O)c2ccco2)c(OC)c1 → 2 | 24 | 9 | -2 | -20 | 10 | -2 | 31 | 0.9
# Listed for O=C(CCCc1ccccc1)Nc1ccccn1 → 2 | 2 | -1 | -3 | 5 | -4 | -1 | 23 | 1

# Following part
Structure,APOBEC3A inh,tim10-1 inh,TIM10 inh,beta cell repl,hIAP block,mIAP block,A3G deaminase,NALP3 yeast inh,mIAP activ
Cc1cc(OCC(=O)N2CCOCC2)ccc1[N+](=O)[O-],6,7,-6,0,-10,-10,1,8,1.1
Cc1cccc(-n2ncc3c(NCCCn4ccnc4)ncnc32)c1,0,-2,-1,-3,-25,-19,-10,14,1.2
CCOc1ccc(S(=O)(=O)NCc2ccccn2)cc1NC(=O)c1ccccc1F,-1,-1,8,-3,-41,1,-7,16,0.99
NC(=O)c1nsc(C(=O)N(c2ccc(Cl)cc2)C(C(=O)NCC2CCCO2)c2cccs2)c1N (stereo not given),-2,17,12,1,8,1,-10,2,0.99
O=S(=O)(NC1=NCCC1)c1cccs1,-3,17,16,-1,-5,0,-7,14,1
O=C(NC(=S)Nc1ccc(N2CCCC2)cc1)c1ccc(F)cc1,-2,13,-4,-6,-7,16,-1,18,0.84
COc1ccc(CCCC(=O)NCC(=O)N/N=C/c2cc(Cl)ccc2OC)cc1,2,2,0,0,-14,-3,8,12,1
CCN(c1ccccc1)P(=O)(Nc1ccccc1)Nc1ccccc1,4,-2,5,-3,-5,-14,-3,12,1.1
O=C(C1=C[C@@H](c2ccc(Br)cc2)C[C@@H](OCc2ccc(CO)cc2)O1)N1CCN(Cc2ccc3c(c2)OCO3)CC1,1,24,8,-8,11,-3,12,24,1
C[C@]12CC[C@H](O)CC1=CCC1C2CC[C@@]2(C)C1CC[C@@H]2NC(=O)CCC(=O)O (stereo not given in full),-3,18,-3,-1,-16,-13,-9,26,1.1
Cc1cc([N+](=O)[O-])nn1CC(=O)Nc1ccc(Cl)cn1,1,5,-5,-1,-2,12,-7,-1,0.88
COc1ccccc1NC(=O)N1CCCC1C(=O)NCc1ccccc1Cl (stereo not given),-4,7,8,0,-4,3,-5,11,0.97

# Laid out differently: entries from further up.
COc1ccc(CCCC(=O)NCC(=O)N/N=C/c2cc(Cl)ccc2OC)cc1
  APOBEC3A inh = 2	tim10-1 inh = 2	TIM10 inh = 0	beta cell repl = 0	hIAP block = -14	mIAP block = -3	A3G deaminase = 8	NALP3 yeast inh = 12	mIAP activ = 1
CCN(c1ccccc1)P(=O)(Nc1ccccc1)Nc1ccccc1
  APOBEC3A inh = 4	tim10-1 inh = -2	TIM10 inh = 5	beta cell repl = -3	hIAP block = -5	mIAP block = -14	A3G deaminase = -3	NALP3 yeast inh = 12	mIAP activ = 1.1
O=C(C1=C[C@@H](c2ccc(Br)cc2)C[C@@H](OCc2ccc(CO)cc2)O1)N1CCN(Cc2ccc3c(c2)OCO3)CC1
  APOBEC3A inh = 1	tim10-1 inh = 24	TIM10 inh = 8	beta cell repl = -8	hIAP block = 11	mIAP block = -3	A3G deaminase = 12	NALP3 yeast inh = 24	mIAP activ = 1

# Further results follow:
Structure,APOBEC3A inh,tim10-1 inh,TIM10 inh,beta cell repl,hIAP block,mIAP block,A3G deaminase,NALP3 yeast inh,mIAP activ
CCOC(=O)C1(Cc2ccc(Cl)cc2)CCN(Cc2nccn2CC)CC1,-1,28,15,-1,-16,2,-5,0,0.98
COCCNC(=O)C(=O)NCC1OCCN1C(=O)c1ccc(Cl)cc1 (stereo not given),7,9,3,-6,-12,-4,8,0,1
O=C(NCCc1nc2ccccc2[nH]1)/C(=C/c1ccc2c(c1)OCO2)NC(=O)c1ccccc1,-2,-4,6,-3,0,13,-6,-13,0.87
O=C(COC(=O)Cc1cccs1)Nc1ccc(F)c(F)c1F,-4,15,25,0,-6,0,-10,7,1
O=C(Nc1ccc(Br)cc1)c1cc(S(=O)(=O)Nc2ccccn2)ccc1Cl,0,0,-4,2,10,10,-10,19,0.9
COc1cc(NS(=O)(=O)c2ccc(NC(=O)/C=C/c3ccc([N+](=O)[O-])cc3)cc2)ncn1,0,6,8,-3,-17,-4,8,17,1
COc1cccc(C(=O)c2c[nH]c(C(=O)NCCCN(C)C)c2)c1,-4,-9,1,-1,2,-4,-5,14,1
Clc1ccc(N=c2ssnc2Cl)cc1,-1,54*,35,-6,12,9,76*,33,0.91
CN(C)c1ccc(C(CN)c2c[nH]c3ccccc23)cc1 (stereo not given),1,12,12,-4,5,-2,-6,25,1
Cc1cc(C)n(-c2cccc(F)n2)n1,-2,11,-5,-2,-8,4,-5,8,0.96
COc1ccc(OC)c2sc(NNC(=O)C3COc4ccccc4O3)nc12 (stereo not given),-5,8,19,-2,-48,13,-17,0,0.87
CCN(CC(N)=O)S(=O)(=O)c1ccc(Br)cc1,2,-6,-2,-2,10,-2,-5,12,1
CCCC/C(O)=C/c1nc2ccccc2[nH]c1=O,-2,-4,0,1,21,11,-8,0,0.89
O=C(N/N=C/c1ccccn1)c1cc(-c2ccncc2)nc2ccccc12,1,1,-3,-3,-15,10,-4,-1,0.9
COc1ccc(-c2cc(C)no2)cc1S(=O)(=O)NCCCN(C)Cc1ccccc1,-5,5,2,-3,0,5,-5,11,0.95
O=C(c1ccccc1F)N1CCCC(c2ccccc2)C1 (stereo not given),0,19,-16,0,1,-2,-3,7,1
CC(=O)c1c(C)[nH]c(C(=O)N2CCN(S(=O)(=O)c3ccc(C)cc3C)CC2)c1C,-2,17,6,3,2,-14,-5,12,1.1
CCN(CC)S(=O)(=O)c1cc(Br)ccc1OC,0,22,17,1,9,0,1,3,1
COc1ccc(OC)c(CNC(=O)C(C)n2nc(C)c3c(C)n(-c4ccccc4)nc3c2=O)c1 (stereo not given),-1,7,1,0,-36,5,-1,2,0.95
CCOc1ccc(C(=O)CCC(=O)N2CCN(c3ncccn3)CC2)cc1,0,23,25,-3,9,10,-4,23,0.9
Cn1c(CCN2CCN(c3ccccc3)CC2)nc2cc(NC(=O)c3ccco3)ccc21,2,20,9,-2,13,-5,0,14,1
Cc1cc(C)c2[nH]c(O)c(N=NC(=O)c3cc4c(s3)CCCC4)c2c1,4,12,-5,0,-62,10,-7,18,0.9
CCCCCCCCCCCCCCCC(=O)OC/C=C(C)/C=C/C=C(C)/C=C/C1=C(C)CCCC1(C)C,0,41*,4,-3,3,14,-4,10,0.86
NC(=O)CC1C(=O)N(c2ccccc2)C(=S)N1NC(=O)c1ccccc1 (stereo not given),-3,-9,0,2,3,12,-2,-6,0.88
CCC(C)C(NS(=O)(=O)c1ccc(C)cc1)C(=O)Oc1ccc2c3c(c(=O)oc2c1)CCC3 (stereo not given),-5,32,26,-4,13,12,-10,5,0.88
Cc1cc(NS(=O)(=O)c2ccc(NC(=O)Nc3ccc4c(c3)OCO4)cc2)no1,2,4,12,-2,11,-7,-4,1,1.1
CC(=O)c1ccc(C(C)(C)c2ccc(C(C)=O)s2)s1,-2,23,-1,1,2,30,-5,14,0.7
C/C(=C\c1ccccc1)C(=O)N1CCN(c2cccc(C(F)(F)F)c2)CC1,-5,19,33,0,7,11,-8,-28,0.89
CN1CCN(c2ccccc2NC(=O)c2cccc(OCc3ccccc3)c2)CC1,-1,9,-9,-4,12,3,-7,29,0.97
CCCCCn1c(CN2CCN(c3cc(Cl)ccc3C)CC2)nc2c1c(=O)[nH]c(=O)n2C,-2,17,20,-6,11,4,-3,9,0.96
CC(C)OCCCNC(=O)CN1C(=O)/C(=C/c2ccccc2F)Oc2ccccc21,0,4,23,-5,-2,-3,-6,9,1
CCOC(=O)c1cc(-c2ccccc2)sc1NC(=O)COC(=O)c1ccc(Cl)c(S(N)(=O)=O)c1,0,4,-31,-1,9,0,-1,9,0.99

# Screens as filed in PubChem BioAssay.

# Outcome played no part in choosing rows. Share with any hit: about 4.6%.
